GLS inh = glutaminase GLS (human) inhibition; O94925; 0.21% of 410,000 active; Potency, µM (titrated, usually from 45.5 µM), for inactives: at the highest dose activity change, negative = inhibition, usual class: inhibitors; AID 624170; GLS enzymatic activity, qHTS titration; further: potency means the concentration at half of the fitted maximal effect; on the % scale 0 is the no-effect control and ±100 the full control effect
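hKGA in 45 mM KH2PO4 (pH 8.2), 0.02% Tween-20 with compound, then 1mM L-Glutamine (stock as added) plus glutamate oxidase/HRP/Amplex red coupling mix. Fluorescence read initially and after 30 min at RT; signal change reflects glutamate formation.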
BAZ2B inh = inhibitors of human BAZ2B bromodomain; AlphaScreen BAZ2B-H3K14Ac peptide displacement; Potency, µM (doses to about 114 µM), without a hit: top-dose activity change, negative = inhibition, hits mostly inhibitors; 4.4% of 360,000 active; Q9UIF8; further: potency means the concentration at half of the fitted maximal effect; on the % scale 0 is the no-effect control and ±100 the full control effect; nearly all actives have a fitted effect of over 60% in size
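Multi-concentration screen (max 110 uM) measuring displacement of acetylated histone H3 peptide from BAZ2B by AlphaScreen, using 50 nM protein, 50 nM peptide and 10 ug/mL streptavidin donor plus Ni-chelate acceptor beads.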
G9a block = inhibitors of human histone lysine methyltransferase G9a. Q96KQ7. G9a H3K9 monomethylation, AlphaScreen, 2 h. Potency, µM (top dose mostly 102 µM), inactives show at the highest dose activity, negative = inhibition, most hits filed as inhibitors. 8.8% of 350,000 active. AID 504332; further: potency means the concentration at half of the fitted maximal effect; on the % scale 0 is the no-effect control and ±100 the full control effect; nearly all actives have a fitted effect of over 75% in size
Target sequence (Q96KQ7 913-1193 limits assumed): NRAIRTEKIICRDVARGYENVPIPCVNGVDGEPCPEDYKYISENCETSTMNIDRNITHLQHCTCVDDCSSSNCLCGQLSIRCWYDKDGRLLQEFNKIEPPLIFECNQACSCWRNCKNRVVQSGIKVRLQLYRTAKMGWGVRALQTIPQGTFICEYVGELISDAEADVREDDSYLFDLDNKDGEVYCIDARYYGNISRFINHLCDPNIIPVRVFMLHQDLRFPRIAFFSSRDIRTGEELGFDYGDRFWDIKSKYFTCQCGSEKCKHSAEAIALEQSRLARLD
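Readings reflect AlphaScreen signal from monomethyl-H3K9 antibody detection. HMT at 20 nM; substrate b-H3K9 500 nM; cofactor SAM 20 uM; 2 h RT reaction; compounds tested as titrations in qHTS with 15 min preincubation.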
PI4K2A block = blocks human PI4K2A kinase activity; 0.13% of 420,000 active; activity change, negative = inhibition, % at 76.9 µM; AID 1346378; Q9BTU6; purified PI4K2A, ADP-Glo luminescence, 1 h; stronger effect = lower value; in the data active means activity change below about -50%; inconclusive means mostly about -30% to -49%;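 further: -100% = wells without enzyme as full effect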
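In this quantitative HTS, ADP production by PI4K2A was quantified luminescently after 1 h at ambient temperature; 100 microM adenosine served as plate-quality control.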
JMJD2A Tudor = inhibitors of human JMJD2A Tudor domain. O75164. AlphaScreen JMJD2A-Tudor / H3K4me3 peptide binding. Potency, µM (titrated, usually from 114 µM), for inactives: at the top dose activity change, negative = inhibition, hits mostly inhibitors. 4.4% of 390,000 active. AID 504339; further: potency means the concentration at half of the fitted maximal effect; on the % scale 0 is the no-effect control and ±100 the full control effect; nearly all actives have a fitted effect of over 50% in size
HP1b chromo inh = blocks HP1-beta chromodomain binding to methylated histone tails | AlphaScreen HP1-beta / biotin-H3K9me3 peptide binding | Potency, µM (titrated, usually from 114 µM), for the others: at the top dose activity change, negative = inhibition, usual class: inhibitors | 0.56% of 390,000 active | AID 540317; further: potency means the concentration at half of the fitted maximal effect; nearly all actives have a fitted effect of over 70% in size; inactives centre near 23
Target sequence (P83916 whole entry, looked up): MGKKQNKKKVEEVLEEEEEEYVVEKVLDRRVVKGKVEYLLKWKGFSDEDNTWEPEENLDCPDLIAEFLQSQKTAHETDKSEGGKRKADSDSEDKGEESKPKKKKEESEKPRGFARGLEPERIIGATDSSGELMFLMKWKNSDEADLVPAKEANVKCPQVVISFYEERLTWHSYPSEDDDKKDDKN
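AlphaScreen: HP1-beta (50 nM) preformed 30 min with biotin-H3(1-18)K9me3 peptide (50 nM) in PBS pH 7.4, 0.01% Tween-20. Compound added for 30 min at RT, then streptavidin donor/nickel chelate acceptor beads (10 ug/mL) for 30 min.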
ERG-DNA inh = inhibitors of human ERG Ets domain-DNA interaction. P11308. fluorescence polarization, His-ERG Ets domain / labelled DNA. Potency, µM (doses to about 76.9 µM), for the others: at the top dose FP activity, negative = inhibition, usual class: inhibitors. 0.028% of 370,000 active; active means well fitted inhibition curve with a large enough effect in the polarisation, with a control signal flat; inconclusive means small, poorly fitted or top-dose-only effect, or effect the other way, or a change in a side signal; inactive means no such curve, though single readings can be large or run the other way; the % refers to the polarisation;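 further: polarization taken with two DNA probes labelled with fluorescein and Texas red; potency means the concentration at half of the fitted maximal effect; % of control where 0% means no effect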
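His-tagged ERG Ets domain (1 uM in the protein solution; 300mM KCl, 50mM Tris-HCl, 1mM EDTA, 1mM DTT, pH 7.5) received compound, then a probe mix of 5 nM fluorescein-DNA and 100nM Texas-615-DNA. Fluorescence polarization was read for both dyes.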
Pin1 inhibitor = human Pin1 inhibition. Potency, µM (doses to about 115 µM), for the others: at the top dose activity, negative = inhibition, actives largely listed as inhibitors. Pin1 FP peptide displacement, HiFluor488, 10 min. 0.009% of 390,000 active; active means well fitted inhibition curve with a large enough effect in the polarisation, with a control signal flat, not every such curve was filed as active; inconclusive means small, poorly fitted or top-dose-only effect, or effect the other way, or a change in a side signal; inactive means no such curve, though single readings can be large or run the other way; the % refers to the polarisation; further: potency means the concentration at half of the fitted maximal effect; on the % scale 0 is the no-effect control and ±100 the full control effect
Target sequence (Q13526 whole entry, looked up): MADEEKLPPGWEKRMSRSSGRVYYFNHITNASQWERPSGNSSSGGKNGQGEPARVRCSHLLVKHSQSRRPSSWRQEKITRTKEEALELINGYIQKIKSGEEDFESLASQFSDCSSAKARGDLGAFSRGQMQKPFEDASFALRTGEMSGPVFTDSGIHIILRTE
PGK inhibitor = T. brucei PGK inhibition. P07378. 0.043% of 380,000 active. PGK/GAPDH coupled, Kinase-Glo luminescence, 60 min. Potency, µM (titrated, usually from 57.5 µM), inactives show at the top dose activity change, negative = inhibition, usual class: inhibitors; further: potency means the concentration at half of the fitted maximal effect; on the % scale 0 is the no-effect control and ±100 the full control effect; nearly all actives have a fitted effect of over 60% in size
Target sequence (P07378 whole entry, looked up): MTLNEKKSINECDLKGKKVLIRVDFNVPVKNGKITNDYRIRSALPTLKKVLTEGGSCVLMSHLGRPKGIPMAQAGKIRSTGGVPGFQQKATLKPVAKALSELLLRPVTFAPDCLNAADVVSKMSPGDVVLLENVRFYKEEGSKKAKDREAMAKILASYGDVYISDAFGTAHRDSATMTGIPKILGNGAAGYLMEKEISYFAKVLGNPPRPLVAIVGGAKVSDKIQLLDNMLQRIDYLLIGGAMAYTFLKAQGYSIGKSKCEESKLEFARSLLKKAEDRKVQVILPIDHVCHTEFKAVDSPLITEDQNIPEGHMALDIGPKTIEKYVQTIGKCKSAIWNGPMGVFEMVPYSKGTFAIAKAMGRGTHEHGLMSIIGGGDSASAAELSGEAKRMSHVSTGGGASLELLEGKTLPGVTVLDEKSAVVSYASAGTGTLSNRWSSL
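Luminescent ATP detection (Kinase-Glo Plus) follows a 60-minute room-temperature incubation, with wells lacking PGK as controls. Buffer: 100 mM TEA (pH 7.6), 5 mM MgCl2, 0.01% Tween-20. Coupling enzyme GAPDH (100 nM final) supplies unstable 1,3-BPG in-well.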
Active calls of the source: *; i = inactive; ? = inconclusive; · = no result given; [ ] = dose if it differs, or a comment. Unless noted, the call rests on the fitted dose curve; in most records, active means well fitted curve in the direction sought with a large enough effect; inconclusive means small, poorly fitted or top-dose-only effect, or another doubt; inactive means no such curve, though single readings can be large; an effect the other way counts as inactive or inconclusive. An unsorted share of the library. About 11% of those tested had a hit in this group.

SMILES	GLS inh	BAZ2B inh	G9a block	PI4K2A block	JMJD2A Tudor	HP1b chromo inh	ERG-DNA inh	Pin1 inhibitor	PGK inhibitor
CC1CCN(c2nc3ccc(C(=O)N4CCN(Cc5ccc6c(c5)OCO6)CC4)cc3s2)CC1	-3%	?	28µM*	2	?	15%	6%	0%	-7%
CN(C)c1cccc(NC2=CC(=[N+]3CCOCC3)CC(C)(C)C2)c1	48%[activator]	?	11µM*	-2	89µM*	-7%	-2%	-13%	i
CCCCOC(=O)c1ccc(NC(c2ccc(C)cc2)P(=O)(OC)OC)cc1 (stereo unspecified)	7%	-6%	-4%	-1	-24%	12%	15%	-5%	-10%
CC(=O)NC1=NC(=O)/C(=C/N2CCCCC2)S1	-1%	-2%	-5%[59 µM]	0	-10%	6%	-3%	4%	-7%
CC(C)Oc1ccc(C(=O)CCN2CCOCC2)cc1	-5%	·	·	39	3%	56%[activator]	-15%	-11%	i
Cc1ccccc1-c1nc(CN2CCSCC2)c(C)o1	-9%	-33%	?	-5	-24%	-6%	2%	2%	-4%
CC1CC(C)CN(C(=O)CSc2nnc(-c3ccc(Cl)s3)o2)C1 (stereo unspecified)	-3%	5%	27%	-1	1%	20%	-4%	4%	0%
NC(=O)CSc1nnc(-c2cccc(S(=O)(=O)N3CCCCC3)c2)o1	1%	0%	3%[59 µM]	4	-2%	29%	-1%	4%	7%
COc1ccc(-n2c(C)cc(C(=O)CSc3nn4c(=O)c(C(C)(C)C)nnc4s3)c2C)cc1	0%	4%	16%[59 µM]	0	-22%	12%	3%	17%	-9%
Nc1c(C(=O)N/N=C/c2ccc(Cl)cc2)cnn1-c1ccccc1	10%	-12%	-3%	3	-18%	14%	-3%	5%	2%
CCCOc1ccc(C2C(=O)N(C3CCC(C)CC3)CC(=O)N2CCC2=CCCCC2)cc1OC (stereo unspecified)	0%	1%	-4%[59 µM]	8	-12%	22%	0%	4%	i
O=C(O)CCC(=O)Nc1ccc(N2CCCCC2)c(C(=O)O)c1	50%[activator]	10%	?	2	-12%	32%	-6%	-1%	0%
COc1ccccc1NC(=O)Cc1noc(CSc2cccc[n+]2[O-])n1	-7%	-33%	?	4	13%	33%	-5%	1%	-11%
COc1ccccc1-n1c(SCC(=O)N2CCCCC2)nnc1-c1ccccc1O	9%	-5%	6%[59 µM]	0	-19%	19%	·	-7%	-4%
CC1=CC2=NC(=O)/C(=C\c3cccn3CCOc3cccc(C)c3)C(=N)N2O1	22%	-38%	3%[59 µM]	2	?	-23%	-5%	53%[activator]	-4%
O=[N+]([O-])c1nn(-c2ccccc2)n(O)c1=NCc1ccc2c(c1)OCO2	4%	-6%	-7%	-4	-25%	-2%	·	3%	-4%
CN(C)CCNC(=O)c1cc2ccccc2oc1=O	21%	12%	-9%[59 µM]	6	-9%	24%	-6%	-4%	2%
CCOC(=O)C1CCCN(CCC(=O)Nc2ccc(C)cc2)C1 (stereo unspecified)	10%	-2%	-7%[59 µM]	8	-3%	28%	5%	6%	i
CC(C)(C)NC(=O)Cn1nnc(-c2cccs2)n1	4%	12%	5%	-6	-14%	12%	-6%	-2%	-9%
Cc1ccccc1OC(C)C(=O)NCc1cccnc1 (stereo unspecified)	6%	4%	·	3	-8%	23%	7%	4%	4%
CCOc1ccc(NC(=S)NCC(c2cccnc2)N2CCOCC2)cc1 (stereo unspecified)	20%	2%	-28%	2	-10%	6%	-6%	1%	i
Cc1csc(NC(=O)c2ccc(Br)s2)n1	2%	-13%	14%	-3	-8%	19%	17%	13%	-1%
CCc1ccccc1NC(=O)CN1CCCN(Cc2cc(C)ccc2C)S1(=O)=O	4%	-2%	?	3	14%	50%[activator]	-1%	1%	-1%
CCn1c(C)nc2cc(C(=O)NNC(=S)NC(=O)c3ccc(OC)cc3)ccc21	-8%	-1%	?	-14	-20%	25%	0%	-19%	3%
NS(=O)(=O)c1cccc(-n2cnnn2)c1	0%	-4%	9%	5	12%	38%	2%	2%	-4%

Some values from the list:
BAZ2B inh, `CCn1c(C)nc2cc(C(=O)NNC(=S)NC(=O)c3ccc(OC)cc3)ccc21` is entered as -1%
JMJD2A Tudor, `O=[N+]([O-])c1nn(-c2ccccc2)n(O)c1=NCc1ccc2c(c1)OCO2` is entered as -25%

Remaining list, next part.
SMILES	GLS inh	BAZ2B inh	G9a block	PI4K2A block	JMJD2A Tudor	HP1b chromo inh	ERG-DNA inh	Pin1 inhibitor	PGK inhibitor
CCc1ccc(NS(=O)(=O)c2ccc3[nH]cc(C(=O)NC4CCCC4)c(=O)c3c2)cc1	-1%	·	?	-5	?	2%	7%	36%[activator]	0%
O=C(NC1CCCCC1)c1cccs1	3%	6%	-36%	-4	-6%	28%	1%	6%	-2%
Cc1nc(CNC(=O)CC2C(=O)NCCN2Cc2ccc(F)cc2)cs1 (stereo unspecified)	-8%	-20%	50µM*	7	0%	53%[activator]	-13%	-17%	-6%
COCCCNc1nc2ccccc2nc1NS(=O)(=O)c1ccc(C)cc1C	13%	10%	46%	1	12%	39%	6%	5%	0%
COC(=O)C1=NN(C(C)=O)C2(CC(=O)N(c3cccc(C)c3)C2=O)C1 (stereo unspecified)	6%	7%	-5%[59 µM]	6	-7%	2%	11%	-12%	-10%
CCCC1CCC(C(=O)n2nc(N)c3cc4ccc(OC)cc4nc32)CC1 (stereo unspecified)	-7%	1%	-2%	2	-4%	35%	-4%	4%	-4%
CC(C)n1cc(C#N)c(N)n1	0%	·	·	-4	-7%	33%	2%	1%	3%
Cc1ccc(NC(=O)N2CCOCC2)c(C)c1	-2%	1%	-33%[59 µM]	5	3%	24%	5%	-2%	1%
CC1(c2ccccc2Cl)NC(=O)N(CC(=O)N2c3ccccc3NC(=O)C2(C)C)C1=O (stereo unspecified)	6%	-4%	?	-1	-9%	17%	3%[15.4 µM]	-11%	-2%
COc1cc(CN2CCNC(=O)C2CC(=O)NCc2csc(C(C)C)n2)cc(OC)c1 (stereo unspecified)	-14%	-22%	·	2	-7%	38%	-4%	-5%	i
O=C1CCC(C(=O)OCc2c(Cl)cccc2Cl)N1 (stereo unspecified)	-4%	4%	25%[59 µM]	2	5%	27%	5%	-10%	i
C=CCNC(=O)/C(C#N)=C/c1c(C)nn(-c2ccccc2)c1Cl	3%	-2%	-26%[59 µM]	27	-13%	46%[activator]	-11%	-4%	7%
Cc1cc(N2CCCC2=O)ccc1S(=O)(=O)N1CCOCC1	9%	-5%	·	-1	0%	28%	-2%	-4%	5%
CCCN(CCC)C(=O)Cn1c(=O)n(-c2cccc(C)c2)c(=O)c2c1c1cc(OC)ccc1n2C	-4%	2%	8%[59 µM]	1	4%	52%[activator]	-5%	?	5%
Cc1ccc(S(=O)(=O)N2CCc3cc(C(=O)Nc4ccc(C)c(C)c4)ccc32)cc1	-2%	-1%	-27%[59 µM]	-3	-18%	-1%	3%	17%	i
Cc1cc(C)cc(-n2ncc3c2CCCC3NC(=O)c2csnn2)c1 (stereo unspecified)	2%	-4%	11%	0	-16%	18%	4%	-6%	-8%
CCCCNc1nnc(SCC(=O)c2c(N)n(CCC)c(=O)[nH]c2=O)s1	-1%	-3%	-7%[12.7 µM]	6	-21%	16%	-4%	-2%	0%
COc1ccccc1CCN1CCCC(CN(C)Cc2ccc(OCCO)cc2)C1 (stereo unspecified)	9%	-4%	-9%	0	-14%	17%	-14%	-7%	-6%
Cc1cc2nc(C)n3c4ccccc4nc3n2n1	-3%	4%	14%	3	0%	51%[activator]	2%	?	3%
CN1CCN(C(=O)C2=C[C@@H](c3ccc4c(c3)OCO4)C[C@@H](OCc3ccc(CO)cc3)O2)CC1	-4%	-13%	3%[12.7 µM]	2	-14%	34%	-4%	-3%	i
CCCN1Cc2cccc(C(=O)Nc3cccc(C(=O)OCC)c3)c2C1=O	-1%	·	14%[59 µM]	-5	10%	68%[activator]	3%	-5%	·
CNS(=O)(=O)c1cc(-c2nnc(Nc3cc(C)ccc3C)c3ccccc23)ccc1C	29%	-13%	?	2	-21%	34%	0%	31%[activator]	13%
O=C(C(=O)N1CCOCC1)c1c[nH]c2ccccc12	6%	-4%	·	1	-1%	30%	-6%	-4%	13%
Cn1cnnc1SC/C(O)=C(\C#N)c1nc2ccccc2[nH]1	26%	50µM*	?	-1	25µM*	12%	7%	0%	i
COc1cccc(NS(=O)(=O)NC(=O)c2c(C)[nH]c3ccccc23)c1	2%	-30%	?	3	-21%	27%	3%	1%	-3%
O=C(CCNC(=O)c1ccc(Br)cc1)NC1CCCc2ccccc21 (stereo unspecified)	5%	7%	-24%	1	-9%	24%	3%	0%	-3%
Cc1ccc(/C=C/C(=O)Nc2sc(C)c(C)c2C(=O)OC(C)C)o1	-8%	10%	-4%[59 µM]	5	-21%	8%	2%	11%	-6%
Nc1nonc1-n1nnc(C(=O)N/N=C/c2c[nH]c3ccccc23)c1-c1ccccc1	14%	-9%	97%	0	-35%	22%	0%	-6%	-12%
CCCOC(=O)c1c(NC(=O)CCC(=O)O)sc2c1CCCCC2	-5%	-27%	50µM*	1	-4%	3%	0%	-2%	-1%
CCCCOc1ccccc1C1NC(=O)CCC1[N+](=O)[O-] (stereo unspecified)	-2%	2%	-26%	3	-2%	35%	-8%	9%	0%

Assay outcomes: PubChem, National Center for Advancing Translational Sciences (NCATS)
